Screening results: PubChem BioAssay, Broad Institute
ARNT TACC3 PPI: ARNT/TACC3 interaction disruption; Q9Y6A5; AlphaScreen His-ARNT PAS-B/GST-TACC3 binding, luminescence; TACC3 fragment carries E629A point mutation; inhibition, % at 9.99 µM; 390,000 tested, 0.66% active; AID 623870;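 active = mean inhibition of replicates at least 50% and at least half of replicates each reaching 50%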;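 also: 0% = complete ARNT plus TACC3 wells and 100% = ARNT alone without TACC3; many hits fall short of the cut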
esBAF inh: SWI/SNF esBAF complex inhibition; mouse ES cells, Bmi1-luciferase knock-in reporter, 24 h; 100% = twice the neutral-well signal; reporter increase, % at 12.5 µM; 350,000 tested, 2% active; AID 602393; in the data active = activation above about 40%;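 also: 0% = median of the plate's neutral control wells and 100% = double that signal; a rise in the Bmi1 reporter signal indicates esBAF inhibition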
Cneo AK release: Cryptococcus neoformans lysis via adenylate kinase release; C. neoformans lysis, adenylate kinase release luminescence, 4 h; normalised: neutral wells 0, clomiphene wells 100; lysis activity, % at 15 µM; 360,000 tested, 0.2% active;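 active = mean lysis activity across replicates of at least 80%, whatever share of replicates individually reach that level; inactive = mean lysis activity below 80%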
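Test system: log-phase Cryptococcus neoformans yeast cells; Quantity: yeast cell density of 5 × 10^6 cells/mL; Buffer or medium: YPD; Doses: single compound concentration per well; Timing: 4 h at 37 °C static, read 1 h later; Measured by: AK luminescence; Read-out basis: lysis from increased AK signal; Control set: Clomiphene as positive control.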
ERp5 inh: inhibitors of human ERp5; AID 651711; ERp5 insulin aggregation, absorbance 650 nm, 90 min; Q15084; inhibition, % at 9.99 µM; 350,000 tested, 0.05% active;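 active = mean replicate inhibition above about 25%, with every replicate also reaching it, limit read from the data, passing the limit was not always enough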
Target sequence (Q15084 whole entry, looked up): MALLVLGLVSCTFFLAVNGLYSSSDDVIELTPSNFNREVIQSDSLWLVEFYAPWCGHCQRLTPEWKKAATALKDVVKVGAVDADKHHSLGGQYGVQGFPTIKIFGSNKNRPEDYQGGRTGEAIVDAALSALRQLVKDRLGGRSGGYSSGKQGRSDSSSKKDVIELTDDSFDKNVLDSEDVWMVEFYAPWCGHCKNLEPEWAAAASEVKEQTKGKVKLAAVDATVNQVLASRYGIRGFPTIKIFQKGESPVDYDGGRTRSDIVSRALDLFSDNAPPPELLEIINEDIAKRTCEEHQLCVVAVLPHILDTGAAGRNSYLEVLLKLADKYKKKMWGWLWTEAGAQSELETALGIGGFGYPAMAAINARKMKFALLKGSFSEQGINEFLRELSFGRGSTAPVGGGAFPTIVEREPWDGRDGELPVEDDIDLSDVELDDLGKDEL
Statin myotox sup: suppression of simvastatin myotoxicity. rescue of ATP level, % at 7.49 µM. 330,000 tested, 0.78% active. C2C12 myotubes + simvastatin, ATP luminescence, 48 h; scaled: DMSO 0, geranylgeraniol control 100;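 active = mean ATP rescue above about 67%, or every replicate alone reaching that limit, limit read from the data, passing the limit was not always enough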;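 also: myotubes were challenged with 10 µM simvastatin during compound exposure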
SIRT5 block: blocks human SIRT5 desuccinylation of peptide | Q9NXA8 | Purified SirT5, succinyl-peptide AMC, trypsin-coupled fluorescence | inhibition, % at 15 µM | 330,000 tested, 1.1% active | AID 652115; in the data active = inhibition above about 15%
Target sequence (Q9NXA8 whole entry, looked up): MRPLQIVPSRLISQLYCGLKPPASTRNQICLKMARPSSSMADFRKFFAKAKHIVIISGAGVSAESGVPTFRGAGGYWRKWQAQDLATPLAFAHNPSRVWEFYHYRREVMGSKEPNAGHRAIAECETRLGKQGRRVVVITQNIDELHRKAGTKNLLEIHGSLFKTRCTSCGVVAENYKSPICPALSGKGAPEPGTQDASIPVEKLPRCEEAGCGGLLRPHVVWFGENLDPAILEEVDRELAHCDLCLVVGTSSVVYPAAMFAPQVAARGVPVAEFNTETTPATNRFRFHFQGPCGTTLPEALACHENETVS
miR-122 sensor: blocks miR-122 activity in Huh7 sensor cells | Huh7 miR-122 Renilla luciferase sensor, 48 h; neutral wells = 0, positive control = 100 | activation (reporter increase), % at 12.5 µM | 340,000 tested, 0.3% active | AID 602342;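 active = mean replicate activation score at least 90 and every replicate individually at or above 90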;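 also: higher luciferase means less miR-122 activity so hits act as miR-122 inhibitors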
* hit, by the source's call; . = not tested or not shown; & = joins results of further samples; [ ] = remark or other dose. Compounds were not picked by outcome; overall some 4% were active at least once.

Start of the listing, in advance:
SMILES	ARNT TACC3 PPI	esBAF inh	Cneo AK release	ERp5 inh	Statin myotox sup	SIRT5 block	miR-122 sensor
C[C@H]1CCCCO[C@@H](CN(C)C(=O)NC2CCCCC2)[C@@H](C)CN([C@@H](C)CO)C(=O)c2cc(NS(=O)(=O)c3ccc(Cl)cc3)ccc2O1	3	7	-1	-4	.	1	-6[16.7 µM]
CNC(=O)C[C@@H]1CC[C@H]2[C@@H](COc3ccc(NC(=O)c4ccc(F)c(F)c4)cc3C(=O)N2C)O1	0	-4	-1	0	7	4	-6[16.7 µM]
CO[C@H]1CN(C)C(=O)c2ccc(NC(C)=O)cc2OC[C@H](C)N(C(=O)c2cccnc2)C[C@H]1C	3	0	-17	-1	3	-4	2[16.7 µM]
CNc1cc(-n2nc(C)cc2-c2ccccc2)ncn1	-2	1	-1	.	9	.	3

The whole of this part, previewed entries included:
SMILES	ARNT TACC3 PPI	esBAF inh	Cneo AK release	ERp5 inh	Statin myotox sup	SIRT5 block	miR-122 sensor
C[C@H]1CCCCO[C@@H](CN(C)C(=O)NC2CCCCC2)[C@@H](C)CN([C@@H](C)CO)C(=O)c2cc(NS(=O)(=O)c3ccc(Cl)cc3)ccc2O1	3	7	-1	-4	.	1	-6[16.7 µM]
CNC(=O)C[C@@H]1CC[C@H]2[C@@H](COc3ccc(NC(=O)c4ccc(F)c(F)c4)cc3C(=O)N2C)O1	0	-4	-1	0	7	4	-6[16.7 µM]
CO[C@H]1CN(C)C(=O)c2ccc(NC(C)=O)cc2OC[C@H](C)N(C(=O)c2cccnc2)C[C@H]1C	3	0	-17	-1	3	-4	2[16.7 µM]
CNc1cc(-n2nc(C)cc2-c2ccccc2)ncn1	-2	1	-1	.	9	.	3
COCCn1c(SCC(=O)N2CCCC2)nc2c([nH]c3ccccc32)c1=O	-13	-8	-1	4	-3	5	.
COCCNC(=O)C1CCCN(C(=O)c2ccc3ccccc3n2)CC1 (stereo unspecified)	.	1	1	7	-3	.	-7
Cc1ccc(-c2cc(C(=O)Nc3cnn(C(C)C)c3)no2)cc1	17	18	-1	.	-19	.	0
O=C(NC1CCCCC1)C(c1cccs1)N(C(=O)Cc1c[nH]c2ccccc12)c1ccc(F)cc1 (stereo unspecified)	-4	4	2	.	5	.	-8
CN(C)C(=O)C[C@H]1CC[C@@H]2[C@H](COC[C@H](O)CN2C(=O)C2CCCC2)O1	-1	-5	-3	.	1	.	-4[16.7 µM]
O=C(Nc1ccccc1)O/N=C/c1ccc(F)cc1	-5	48*	-1	0	-8	5	.
COc1ccc(C)cc1Nc1n[n+](-c2ccccc2)c(-c2cccc(Cl)c2Cl)s1	-14	-43	-1	.	-158	.	3
C[C@@H]1CN([C@@H](C)CO)C(=O)Cc2cc(NC(=O)Cc3cn(C)c4ccccc34)ccc2O[C@H]1CN(C)Cc1ccc(Oc2ccccc2)cc1	33	3	0	.	76*	.	-7[16.7 µM]
COc1ccc(S(=O)(=O)N2CC[C@@H]3[C@H]2c2cc(C#Cc4cccnc4)ccc2N[C@@H]3CO)cc1	-7	7	4	1	-12	1	4[16.7 µM]
COC(=O)c1c(C(=O)OC)n(CCCN)c2ccc(C)cc12	-1	-1	-1	.	-4	.	2
CCC(=O)N(C)C[C@H]1Oc2ncc(C#C[C@@H](C)O)cc2C(=O)N([C@H](C)CO)C[C@@H]1C	-10	-3	0	8	10	-1	2[16.7 µM]
Cc1cccc2nc(-c3ccco3)oc(=O)c12	-7	-1	1	2	7	1	4
COC(=O)c1ccc(NC(=O)CN2CCN(S(=O)(=O)c3cc(Cl)ccc3OC)CC2)cc1	6	2	5	.	-2	.	3
CCC(=O)N/C=C/n1cnc2cc(C(F)(F)F)ccc21	.	-11	1	.	13	.	-5
CCCCOC(=O)C1=C(C)Nc2ncnn2C1c1cc(OC)ccc1OC (stereo unspecified)	1	0	-1	.	0	.	1
OC[C@H]1[C@@H](c2ccc(-c3cccc(F)c3)cc2)[C@@H]2CN(Cc3cncnc3)CCCCN12	-6	-3	-2	-2	20	1	12[16.7 µM]
COc1ccccc1-c1nnc(SCC(=O)Nc2ccc(N3CCOCC3)cc2)n1N	-3	.	-9	1	-3	.	18
COc1ccc(OC)c(NC(=O)Cn2c(CCC(=O)O)ccc2-c2cccs2)c1	2	-8	1	.	.	.	2
CC(C)(C)c1ccc(C(=O)NCCCNC(=O)c2ccco2)cc1	-1	1	1	0	-65	-4	-5
Cc1ccc(-c2nnc(SCC(=O)N/N=C/c3c(C)nn(-c4ccccc4)c3C)n2-c2ccccc2)cc1	-4	.	.	0	.	-6	.
CCNc1nc(NC(C)C)nc(N(C#N)CCOc2ccccc2)n1	1	.	1	.	.	.	21
COc1cccc(-c2ccc3c(c2)N(Cc2cccc(F)c2)C(=O)C(C)S3)c1 (stereo unspecified)	.	-7	2	1	16	.	8
O=C(NCCn1ccc2ccccc21)c1ccc(S(=O)(=O)N2CCOCC2)cc1	-13	2	12	-11	-14	-4	.
O=C(c1ccc(Cl)cc1)N1CCC(O)(CSc2ccc(Cl)cc2Cl)CC1	-4	1	3	.	52	.	4
COc1ccccc1-n1c(SC)nc2c(sc(=S)n2-c2ccccc2)c1=O	6	0	3	-1	-1	1	-1
O=C(Nc1cccc(O)c1)c1cc(-c2ccco2)on1	4	73*	2	.	35	.	-5

An excerpt from above, showing only esBAF inh and ERp5 inh:
mol | esBAF inh | ERp5 inh
O=C(Nc1cccc(O)c1)c1cc(-c2ccco2)on1 | 73* | .
COC(=O)c1ccc(NC(=O)CN2CCN(S(=O)(=O)c3cc(Cl)ccc3OC)CC2)cc1 | 2 | .

(list continues)
SMILES	ARNT TACC3 PPI	esBAF inh	Cneo AK release	ERp5 inh	Statin myotox sup	SIRT5 block	miR-122 sensor
O=C1N(Cc2ccccc2)CCCC12CCCN(Cc1ccccc1)C2=O	-2	2	-2	.	4	.	-2
CN1CCC2(CC1)N=C(c1ccc(F)cc1)C(=S)N2C(=O)c1ccc(C(C)(C)C)cc1	3	5	-1	-1	28	2	-9
Cc1nc(C)n(CC(=O)c2ccc(Cl)cc2Cl)n1	-3	.	.	3	.	1	.
Cc1cccc(NC(=O)c2ccc(C3SCC(=O)N3CCc3ccccc3)cc2)c1C (stereo unspecified)	-8	7	10	.	16	.	-19
C[C@H]1CN([C@@H](C)CO)C(=O)c2cc(NC(=O)Cn3cnnn3)ccc2O[C@H]1CN(C)S(=O)(=O)c1ccc(Cl)cc1	.	-3	.	4	-59	9	-4[16.7 µM]
CCN(CC(=O)NCc1cccs1)C(=O)CCC(=O)c1ccc(F)cc1	-1	-7	.	-5	14	3	.
O=C(COC(=O)COc1ccc(Cl)cc1)Nc1ccc2c(c1)OCCO2	-1	5	-1	-12	-2	0	-7
COc1ccc(Oc2nnnn2-c2ccccc2)cc1	-3	25	0	-3	-7	-5	-5
Cc1cc(C(=O)N2CCN(c3ccccn3)CC2)no1	-4	-7	5	.	4	.	-2
CN(C)CC(=O)N1[C@H](C#N)[C@@H](c2ccc(-c3ccccc3F)cc2)[C@H]1CO	-4	1	-1	-13	1	-1	.
Cc1ccc(NC(=O)C(=O)c2cn(CC(=O)N3CCCCC3)c3ccccc23)cc1	1	.	-7	-6	.	3	10
COc1ccc(NS(=O)(=O)c2ccc(-c3coc(C)n3)cc2)cc1OC	1	-12	-1	-2	-11	0	.
Cc1ccc(N(C(=O)c2csnn2)C(C(=O)NCc2ccccc2)c2ccccn2)cc1 (stereo unspecified)	-2	-1	-3	-4	4	-2	.
Cc1ccc(C(=O)OC(C)C(=O)NC2CCCCC2C)cc1S(=O)(=O)N1CCCCC1 (stereo unspecified)	-3	-7	0	7	-1	4	-3
CCCCCC(O)(CCN1CCCCC1)c1ccccc1 (stereo unspecified)	2	2	2	0	-10	-1	0
CC(=O)c1cc(C#N)c(SCC(=O)O)nc1C	-3	.	-3	.	1	.	-1
CCOC(=O)C1CCN(C(=O)CNC(=O)OC(C)(C)C)CC1	-1	-1	6	.	-4	.	-4
COC(=O)c1ccccc1NC(NC(=O)c1ccco1)C(=O)c1ccccc1 (stereo unspecified)	-3	2	4	.	35	.	-1
C[C@@H]1CN([C@@H](C)CO)C(=O)c2cc(C#CCN(C)C)cnc2O[C@@H]1CN(C)Cc1ccccc1	-4	1	6	1	13	-2	-1[16.7 µM]
Cc1cc(C(=O)O)c(CCCN)s1	-2	-5	1	.	3	.	6
CNC(=O)c1ccccc1NC(=O)c1c(O)c2c([nH]c1=O)CCCC2	2	14	-7	.	3	.	5
Nn1c(SCC(=O)Nc2ccc(F)cc2)nnc1-c1ccccn1	45	-4	2	.	11	.	7
CCC(CC)c1nnc(NC(=O)CS(=O)(=O)c2ccc(C)cc2)s1	-3	-7	0	1	2	-6	3
O=C(Cc1ccccc1)N1CCN(c2ncccn2)CC1	-5	.	.	-3	.	-5	.
O=C(COC(=O)c1cccnc1Cl)NCc1ccco1	-2	4	-2	-8	-1	1	-2
CN1C(=O)CSc2ccc(NC(=O)NCCC3=CCCCC3)cc21	7	-7	-3	.	-22	.	29
Cc1ccc(S(=O)(=O)N2CCN(C(=O)CCC(=O)Nc3ccc(Br)c(C)c3)CC2)cc1	0	-7	0	4	11	12	-4
O=C1CC(N2CCN(c3ccc(S(=O)(=O)N4CCOCC4)cc3)CC2)C(=O)N1Cc1ccccc1 (stereo unspecified)	-5	-3	-2	.	-8	.	0
O=C(COC(=O)c1cc(Br)ccc1O)NCC1CCCO1 (stereo unspecified)	4	.	-3	12	4	-5	3
O=S1(=O)N=C(c2ccccc2)C=C(c2ccccc2)N1	1	-4	0	-10	9	0	3
CN(C)CCOC(=O)CCCCCCCCC(=O)OCCN(C)C	-2	.	.	1	.	-5	.
Cc1ccc(N(C(=O)c2ccc(Br)o2)C2C=CS(=O)(=O)C2)cc1 (stereo unspecified)	-27	-1	1	-1	0	.	-16
C[C@H]1CN([C@@H](C)CO)C(=O)c2cc(Br)cnc2O[C@@H]1CN(C)C(=O)c1ccccc1	5	-3	2	-13	4	9	0[16.7 µM]
COc1ccc2cc(C(=O)C3CCCN(C(=O)c4cnn(C(C)C)c4)C3)ccc2c1 (stereo unspecified)	-1	0	-1	-3	7	-31	-4
CCOC(=O)c1ccccc1NC(=O)CN(c1ccccc1OCC)S(C)(=O)=O	25	2	0	.	5	.	-4
O=C(NC1Cc2ccccc2C1)[C@H]1[C@H](CO)[C@H]2Cn3c(cccc3=O)[C@H]2N1C(=O)C1CCC1	2	1	-3	-1	-11	0	-1[16.7 µM]
O=c1cc(-c2ccc(O)cc2)oc2cc(O)c([C@@H]3O[C@H](CO)[C@@H](O)[C@H](O)[C@H]3O)c(O)c12	5	0	3	-2	4	1	-21
C[C@@H]1CN([C@@H](C)CO)C(=O)Cc2cc(NC(=O)Nc3ccc(C(F)(F)F)cc3)ccc2O[C@@H]1CN(C)S(=O)(=O)c1cn(C)cn1	.	0	-3	-4	-117	-1	-9[16.7 µM]
CC1CC(C)CN(C(=O)C2CCCN(c3ncnc4c3nc3n4CCCCC3)C2)C1 (stereo unspecified)	6	3	2	1	-20	-6	-4
C[C@@H]1CCCCO[C@@H](CN(C)C(=O)Nc2ccc3c(c2)OCO3)[C@@H](C)CN([C@H](C)CO)C(=O)c2cc(NC(=O)Nc3ccccc3)ccc2O1	0	1	-2	-4	.	-2	-3[16.7 µM]
CC(=O)OCC(=O)C1(O)CCC2C3CCC4CC(O)CCC4(C)C3C(=O)CC21C (stereo unspecified)	.	8	-1	4	8	-2	-1
Cc1ccccc1NC(=O)Cc1nnc(SCc2ccc(Cl)c(Cl)c2)n1C	-8	5	0	.	-10	.	-1
OC1=C(O)c2nc3cc(C(F)(F)F)ccc3nc21	2	-7	-3	.	0	0	.
Cc1ccn(CCC(=O)NC2CC(C)(C)Cc3c2cnn3-c2ccccc2C)n1 (stereo unspecified)	-1	0	12	1	8	-1	1
CCCn1nnc2ccccc2c1=O	14	6	0	.	-1	.	0
CN(C)CC(=O)N[C@@H]1CC[C@@H](CC(=O)NCCN2CCCCC2)O[C@@H]1CO	-7	-1	-4	-3&-2	-1	0&-4	.
CCN1C(=O)[C@H]2[C@@H](c3ccc(C(F)(F)F)cc3)N[C@]3(CCCN(Cc4cccn4C)C3=O)[C@H]2C1=O	.	8	-1	5	2	-2	-3
